PrPC surface inh = reduces human prion protein on the cell surface; 370,000 tested, 0.43% active; AID 720596; inhibition, % at 13.8 µM; P04156; cell surface PrPC, TR-FRET read-out; in the data active = inhibition above about 24%; also: 0% = median of the test wells and 100% = reference compound wells
MazF activator = activators of E. coli MazEF toxin-antitoxin RNase. P0AE70. FAM/BHQ RNA-DNA oligo cleavage fluorescence, 5 h. activation, % at 20 µM. 350,000 tested, 0.32% active. AID 504720; in the data active = activation above about 50%
Target sequence (P0AE70 whole entry, looked up): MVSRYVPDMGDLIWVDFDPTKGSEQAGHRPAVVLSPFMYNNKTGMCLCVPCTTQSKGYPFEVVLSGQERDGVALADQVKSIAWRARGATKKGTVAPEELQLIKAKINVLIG
Rv3671c protease = Rv3671c (M. tuberculosis) protease inhibition | AID 2606 | 320,000 tested, 0.048% active | inhibition, % at 5.96 µM; in the data active = inhibition above about 38%;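 also: extracellular domain of Rv3671c used as enzyme; 0% = enzyme with DMSO and 100% = no enzyme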
Target sequence (P9WHR9 whole entry, looked up, the tested form may be a part): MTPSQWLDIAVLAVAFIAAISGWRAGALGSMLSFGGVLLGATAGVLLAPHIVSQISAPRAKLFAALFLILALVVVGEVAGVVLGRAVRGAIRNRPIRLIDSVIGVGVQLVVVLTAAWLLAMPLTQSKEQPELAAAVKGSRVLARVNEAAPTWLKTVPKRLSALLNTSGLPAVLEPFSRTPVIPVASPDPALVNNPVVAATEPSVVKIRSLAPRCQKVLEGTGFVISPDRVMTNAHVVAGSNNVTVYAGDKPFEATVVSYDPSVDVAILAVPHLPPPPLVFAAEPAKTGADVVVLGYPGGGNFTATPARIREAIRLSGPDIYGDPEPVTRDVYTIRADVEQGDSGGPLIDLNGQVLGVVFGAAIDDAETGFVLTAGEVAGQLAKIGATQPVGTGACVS
TcdB inh = inhibitors of Clostridioides difficile toxin B glycohydrolase; TcdB glycohydrolase enzymatic assay, plate reader; 350,000 tested, 0.24% active; P18177; inhibition, % at 9.99 µM; in the data active = inhibition above about 10%
Vc quorum ag = inducers of Vibrio cholerae quorum light production without autoinducers. V. cholerae BH1578 lux reporter, luminescence, 6 h. activation, % at 18.7 µM. 350,000 tested, 0.16% active. AID 588436; in the data active = activation mostly above about 9.7%, no sharp cut-off; also: not every result past the cut was called active; inactives centre near 0; reference of the scale not given here
3CLpro inhibitor = SARS-CoV 3CLpro protease inhibition; recombinant SARS-CoV 3CLpro, quenched FRET peptide cleavage; inhibition, % at 6 µM; 290,000 tested, 0.14% active; P0C6X7; in the data active = inhibition above about 12%
Yp Topo-I inh = Y. pestis Topo-I inhibition via cleavage products; Y. pestis Topo-I cleavage product accumulation, plate reader; activity, % at 10 µM; 360,000 tested, 0.064% active; AID 504884; in the data active = activity above about 50%, passing the limit was not always enough; also: inactives centre near 2
CCHF vOTU inh = blocks the CCHF virus ovarian tumor domain protease; 370,000 tested, 0.55% active; AID 651958; CCHFV vOTU protease, Pep-AMC fluorescence; inhibition, % at 11.5 µM; in the data active = inhibition above about 30%; also: 0% = vehicle wells with enzyme and 100% = no enzyme wells
VHR inh abs = DUSP3 (human) phosphatase inhibition | P51452 | recombinant VHR phosphatase, pNPP absorbance | inhibition, % at 13.3 µM | 290,000 tested, 0.52% active | AID 1654; in the data active = inhibition above about 50%; also: some compounds called inactive have numbers as strong as hits
Target sequence (P51452 whole entry, looked up): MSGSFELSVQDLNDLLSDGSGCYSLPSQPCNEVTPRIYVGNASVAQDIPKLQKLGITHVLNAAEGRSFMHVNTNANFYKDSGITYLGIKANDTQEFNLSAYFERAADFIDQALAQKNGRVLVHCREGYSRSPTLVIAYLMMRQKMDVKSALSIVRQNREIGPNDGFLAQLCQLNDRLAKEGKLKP
PriA SSB inh = blocks PriA binding to SSB C-terminal tail; inhibition, % at 33 µM; AlphaScreen SSBct-PriA binding, biotinylated peptide; 430,000 tested, 0.6% active; in the data active = inhibition mostly above about 37%, no sharp cut-off; inactive = mostly below about 20%;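 also: plate controls were negative control peptide for no effect and reference peptide for full effect; strong numbers were not always called active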
* = called active by the depositor; i = inactive; . = not tested or not shown. Only part of the results is shown, so the mix of outcomes need not match the whole.

SMILES	PrPC surface inh	MazF activator	Rv3671c protease	TcdB inh	Vc quorum ag	3CLpro inhibitor	Yp Topo-I inh	CCHF vOTU inh	VHR inh abs	PriA SSB inh
COc1ccc(CCNC(=O)Cc2cccs2)cc1OC	-6	-1	-7	-1.1	-0.3	3	10	-4	20	-5
COc1ccc(/C=N/Nc2nc(=O)[nH]nc2C)cc1OC	0	14	7	0.4	-0.2	3	0	24	9	.
ON=C1CCCCCCCC1	0	1	.	0.2	i	.	5	-2	.	-10
COc1cc(C(=O)NCc2ccc(-n3cccc3)cc2)cc(OC)c1OC	.	.	-1	.	1.2	6	13	.	33	.
OCCNc1nnc(-c2ccccc2)c(-c2ccccc2)n1	-23	-5	4	2.2	-0.4	.	12	8	.	1
CC(=O)N1CCCC1(C(=O)O)c1ccccc1 (stereo unspecified)	4	1	0	2.2	-0.8	-1	8	-2	12	-7
Cc1cc(C(=O)N/N=C/c2cccc([N+](=O)[O-])c2)c(C)n1-c1ccccc1	-1	-4	0	.	-0.3	2	1	19	-4	.
c1nc2nc3c(c(N4CCNCC4)n2n1)CCCC3	.	-10	-5	.	.	-1	.	.	23	-16
O=c1cc(O)nc(SC23CC4CC(CC(C4)C2)C3)[nH]1	-1	-6	-13	-0.3	-1.8	9	7	8	3	-19
O=C(Nc1ccccc1N1CCN(c2ccc(F)cc2)CC1)c1ccccc1	-9	-8	-2	.	i	2	-8	8	-9	-3
Cc1c(CC(=O)NCCC(C)C)c(=O)oc2cc3c(cc12)CCC(C)(C)O3	10	-3	6	0.9	0.8	4	2	-27	-20	-7
COc1ccc(NC(=O)c2ccccc2CC[N+](=O)[O-])cc1	3	2	-11	0.0	i	-2	6	0	20	-6
O=S(=O)(NCc1ccccc1)c1ccc(S(=O)(=O)N(Cc2cccs2)CC2CCCO2)cc1 (stereo unspecified)	-5	3	-2	.	-8.0	2	1	3	-6	-8
Cc1cc(C)c2nc(C(F)(F)F)nc(N3CC(C)OC(C)C3)c2c1 (stereo unspecified)	3	4	4	.	i	-1	6	4	25	-18
CC(=O)c1cccc(NC(=O)C2Cc3c(-c4ccc5c(c4)OCO5)ccnc3O2)c1 (stereo unspecified)	4	.	.	1.8	-0.2	.	-2	0	.	.

Given comma-delimited: 14 of the compounds above
Compound,PrPC surface inh,MazF activator,Rv3671c protease,TcdB inh,Vc quorum ag,3CLpro inhibitor,Yp Topo-I inh,CCHF vOTU inh,VHR inh abs,PriA SSB inh
COc1ccc(/C=N/Nc2nc(=O)[nH]nc2C)cc1OC,0,14,7,0.4,-0.2,3,0,24,9,.
ON=C1CCCCCCCC1,0,1,.,0.2,i,.,5,-2,.,-10
COc1cc(C(=O)NCc2ccc(-n3cccc3)cc2)cc(OC)c1OC,.,.,-1,.,1.2,6,13,.,33,.
OCCNc1nnc(-c2ccccc2)c(-c2ccccc2)n1,-23,-5,4,2.2,-0.4,.,12,8,.,1
CC(=O)N1CCCC1(C(=O)O)c1ccccc1 (stereo unspecified),4,1,0,2.2,-0.8,-1,8,-2,12,-7
Cc1cc(C(=O)N/N=C/c2cccc([N+](=O)[O-])c2)c(C)n1-c1ccccc1,-1,-4,0,.,-0.3,2,1,19,-4,.
c1nc2nc3c(c(N4CCNCC4)n2n1)CCCC3,.,-10,-5,.,.,-1,.,.,23,-16
O=c1cc(O)nc(SC23CC4CC(CC(C4)C2)C3)[nH]1,-1,-6,-13,-0.3,-1.8,9,7,8,3,-19
O=C(Nc1ccccc1N1CCN(c2ccc(F)cc2)CC1)c1ccccc1,-9,-8,-2,.,i,2,-8,8,-9,-3
Cc1c(CC(=O)NCCC(C)C)c(=O)oc2cc3c(cc12)CCC(C)(C)O3,10,-3,6,0.9,0.8,4,2,-27,-20,-7
COc1ccc(NC(=O)c2ccccc2CC[N+](=O)[O-])cc1,3,2,-11,0.0,i,-2,6,0,20,-6
O=S(=O)(NCc1ccccc1)c1ccc(S(=O)(=O)N(Cc2cccs2)CC2CCCO2)cc1 (stereo unspecified),-5,3,-2,.,-8.0,2,1,3,-6,-8
Cc1cc(C)c2nc(C(F)(F)F)nc(N3CC(C)OC(C)C3)c2c1 (stereo unspecified),3,4,4,.,i,-1,6,4,25,-18
CC(=O)c1cccc(NC(=O)C2Cc3c(-c4ccc5c(c4)OCO5)ccnc3O2)c1 (stereo unspecified),4,.,.,1.8,-0.2,.,-2,0,.,.

Continuation:
SMILES	PrPC surface inh	MazF activator	Rv3671c protease	TcdB inh	Vc quorum ag	3CLpro inhibitor	Yp Topo-I inh	CCHF vOTU inh	VHR inh abs	PriA SSB inh
Cc1c(NC(=O)c2nn3c(C(F)(F)F)cc(-c4ccccc4)nc3c2Br)c(=O)n(-c2ccccc2)n1C	-16	10	-6	.	-0.1	3	37	8	0	-6
CN(CCc1ccccc1)C(=O)c1ccc(NC(=O)Cc2ccc(NC(=O)C3CCN(C(=O)CCc4ccccc4)CC3)cc2)cc1	3	-25	.	-0.1	i	.	10	-3	.	-5
CCCCc1nc2cc(C(=O)N3CCCCC3CCNC(C)=O)ccc2o1 (stereo unspecified)	4	0	10	2.5	-0.2	2	1	-4	6	-7
Cc1cc(NC(=O)COc2ccc(N(C)S(=O)(=O)c3ccccc3)cc2)no1	3	9	2	.	-0.4	-4	17	13	8	-1
COc1ccc(-n2nc(C(=O)NCC(=O)NCC3CCCO3)c3ccccc3c2=O)cc1Cl (stereo unspecified)	-7	8	4	.	-3.8	-2	7	-4	12	-7
COc1ccccc1NC(=O)CSc1nncn1-c1ccccc1	9	8	-1	1.4	i	-3	-15	9	8	-15
CC(Sc1ccccc1)C(=O)N/N=C/c1ccccc1 (stereo unspecified)	-4	7	6	7.1	-0.6	.	5	-10	.	.
CC(=O)c1cccc(S(=O)(=O)NCCC(=O)O)c1	-3	11	-7	1.1	-0.4	4	1	-12	10	-11
O=C(Nc1cc(S(=O)(=O)N2CCOCC2)ccc1N1CCOCC1)c1cccc(S(=O)(=O)N2CCCCC2)c1	9	-6	6	-0.9	1.2	6	11	-19	3	-8
CC(C)CNC(=O)CSc1nnc(-c2ccc(Cl)cc2)n1N	4	-15	-6	-1.0	i	4	5	-9	-10	-3
Cc1cc(C)c(S(=O)(=O)c2ccccc2C(=O)O)c(C)c1	-3	3	2	.	-3.0	4	7	-13	18	-4
COc1ccc(C(=O)CCC(=O)Nc2cccnc2)c(OC)c1	5	-3	13	-0.2	-0.2	0	5	-2	32	-9
COC(=O)C1=C(C)Nc2c(c(=O)n(C)c(=O)n2C)C1c1cccc(O)c1 (stereo unspecified)	2	-6	0	-0.4	-0.4	1	0	3	20	-2
CC1CC(C)CN(CCCNC(=O)CCC(=O)N2CC(C)Oc3ccccc32)C1 (stereo unspecified)	-3	9	-4	0.9	-0.3	3	-4	-8	68	7
COc1ccc(N2C(=O)NC3CC2(C)Oc2ccccc23)cc1 (stereo unspecified)	-1	8	-2	-1.2	i	-3	5	-2	16	-2
Nc1nc(-c2ccccc2)cn1N	-3	10	0	.	-1.6	-3	0	6	-1	-8
COc1ccccc1NC1=CC(=O)CC(c2ccccc2)C1 (stereo unspecified)	1	-6	8	-0.1	-0.2	-1	6	-1	17	-4
O=C1C2CC=CCC2C(=O)N1Nc1ccccc1 (stereo unspecified)	22	4	10	-0.1	i	4	-6	5	-2	9
NC(=O)C1CC(O)CN1c1nc(CN2CCOCC2)nc2scc(-c3ccccc3)c12 (stereo unspecified)	-2	-1	2	.	-0.3	2	0	4	8	-14
C=CCn1c(=NC(=O)c2cccs2)sc2cc(NC(C)=O)ccc21	-5	-50	-13	-0.6	-0.3	0	1	-2	21	-9
O=C(Nc1ccncc1Cl)c1ccncc1	5	1	-4	0.9	0.7	1	5	7	-46	-4
c1ccc(C2=Nn3c(nnc3-c3ccco3)SC2)cc1	-8	-3	-2	2.7	i	4	-5	-4	28	8
Cn1c(=O)[nH]c(=O)c2c1nc(N1CCCCC1)n2CC(O)COc1ccc([N+](=O)[O-])cc1 (stereo unspecified)	-13	5	-6	1.0	-0.3	2	9	5	5	-5
Clc1cccc(Nc2nc(-c3ccncc3)cs2)c1	8	-2	-8	2.1	-1.6	1	-16	-11	35	-11
Cc1ccc(C(=O)N/C(=C\c2ccc(Cl)cc2)C(=O)NCC2CCCO2)cc1 (stereo unspecified)	-8	7	7	1.1	0.4	-3	1	5	-23	-17
COc1ccc(-n2nc(C(=O)NCC(=O)NC(C)C)c3ccccc3c2=O)c(OC)c1	-3	15	1	0.1	1.9	5	-8	-10	6	6
COc1ccc(C(CNC(=O)c2cccc(S(=O)(=O)Nc3ccccc3OC)c2)N2CCOCC2)cc1 (stereo unspecified)	-6	3	5	-3.9	i	.	21	-2	.	4
COc1cc(C(=O)Nc2ccc(OCC(=O)O)cc2)cc(OC)c1OC	4	5	0	.	-0.6	-5	13	1	26	-9
Cc1ccc(C(=O)OCC(=O)Nc2ccccc2N2CCOCC2)cc1	0	-6	1	.	i	-5	3	4	4	-33
BrC(=C\c1ccccc1)/C=N/Nc1ccc2nncn2n1	-4	33	5	-0.5	i	3	1	4	4	i
COCCNc1nc(N)c([N+](=O)[O-])c(NCc2ccccc2)n1	0	-8	.	-1.5	i	0	8	11	27	-2
Cc1ccc(Cn2ccc(NC(=O)c3cc(C(C)C)on3)n2)cc1	1	1	-3	-0.8	-0.3	-5	1	13	-8	-15
Cc1ccccc1-c1nnc(SCC(=O)Nc2cccc(C)c2C)o1	8	-11	-3	.	1.9	2	-4	-4	10	-9
O=C(NNC(=O)c1ccc(Br)s1)NC1CCCCC1	0	3	.	3.0	-0.3	-4	0	8	4	-11
C[C@H](NC(=O)N1CCn2c1nc1ccccc12)C(=O)NC1CC1	6	3	-3	-1.4	-7.1	-1	-4	-15	4	-6
COC(=O)c1ccc(/C=N/NC(=O)c2ccc3nc[nH]c3c2)cc1	0	6	0	-0.4	-1.7	3	-1	17	-6	.
CC1=C(C(=O)N(C)C)CC(CC(=O)NCCCCc2ccccc2)C(=O)N1Cc1ccccc1 (stereo unspecified)	-4	7	.	1.1	-0.4	.	34	-7	.	.
Cc1nn(C)c(C)c1C(C)NC(=O)c1ccc(OC2CCN(Cc3ccccn3)CC2)cc1 (stereo unspecified)	0	-19	11	1.1	i	4	-2	-9	-6	-6
COc1ccc(NC(=O)c2cc(C(C)C)on2)c(OC)c1	0	4	8	2.2	-0.2	-2	12	8	2	-20
O=C1CCCN1CCCN1CC(C(=O)N(CCO)Cc2ccccc2)CCC1=O (stereo unspecified)	-6	5	-5	0.6	-4.3	-2	3	9	18	-9
O=C(Nc1ccc(OCc2ccccc2)cc1)Nc1cccnc1	4	4	-4	-0.4	0.6	4	6	-14	20	-1
COc1cccc(NC(=O)CN(C)C(=O)CSc2nc(C)cc(C)n2)c1	-8	3	-1	0.7	i	.	-12	14	.	-7
COc1cc(C(=S)N2CCCC2)ccc1OS(=O)(=O)c1ccc(NC(C)=O)cc1	6	-1	-9	-1.0	-0.4	3	-7	-8	19	-5
Cc1cc(C(=O)NCCN2CCOCC2)ccc1[N+](=O)[O-]	-8	18	4	1.3	0.0	1	-5	9	20	-18

Profiles from above. Values in the order: PrPC surface inh	MazF activator	Rv3671c protease	TcdB inh	Vc quorum ag	3CLpro inhibitor	Yp Topo-I inh	CCHF vOTU inh	VHR inh abs	PriA SSB inh
Results for Cc1nn(C)c(C)c1C(C)NC(=O)c1ccc(OC2CCN(Cc3ccccn3)CC2)cc1 (stereo unspecified) = 0	-19	11	1.1	i	4	-2	-9	-6	-6
Results for COc1ccc(NC(=O)c2cc(C(C)C)on2)c(OC)c1 = 0	4	8	2.2	-0.2	-2	12	8	2	-20
Results for C[C@H](NC(=O)N1CCn2c1nc1ccccc12)C(=O)NC1CC1 = 6	3	-3	-1.4	-7.1	-1	-4	-15	4	-6

Source: PubChem BioAssay
